IL1B cytotox = toxic to HUVEC cells under IL-1B stimulation; HUVEC cell count loss, Hoechst imaging, IL-1B stimulated; cell count reduction, % at 2 µM; hit rate 0.41% among 94,000;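 active = cell count reduction more than 3 SD above the screen-wide mean, cut at about 70% in these data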;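 note: normalized per plate to untreated control cells as the no-loss baseline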
Smad3 FoxH1 inh = blocks human Smad3 binding to FoxH1 peptide | P84022 | TR-FRET Smad3/Dy647-FoxH1 peptide binding, europium anti-His | inhibition, % at 25 µM | hit rate 0.29% among 88,000 | AID 630;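 active = compounds that reduce the energy-transfer binding signal between the protein and its labelled peptide by more than half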;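 note: 0% = Smad3 plus labelled peptide maximal FRET and 100% = peptide-only background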
VCAM1 TNFa inh = reduces TNF alpha induced VCAM1 expression in HUVEC; inhibition, % at 2 µM; HUVEC TNFa-induced VCAM-1 immunofluorescence, high-content imaging; hit rate 0.48% among 95,000;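 active = inhibition above the batch mean plus 3 SD, with images confirmed as a hit by eye, cut at about 37% in these data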;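 note: 0% = TNF-stimulated DMSO wells and 100% = unstimulated control wells; not every result past the cut was called active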
ERb SRC1 inh = blocks coactivator binding to human estrogen receptor beta. Q92731. TR-FRET ER-beta LBD / SRC1-Cy5 peptide binding; receptor agonist-loaded with 1 µM estradiol. inhibition, % at 25.6 µM. hit rate 1.3% among 86,000. AID 633;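 active = compounds whose percent inhibition of the receptor-coactivator binding signal exceeds about 50% in the single-dose screen, limit read from the data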;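 note: 0% = receptor plus peptide wells without compound and 100% = peptide-only wells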
Target sequence (Q92731 whole entry, looked up, the tested form may be a part): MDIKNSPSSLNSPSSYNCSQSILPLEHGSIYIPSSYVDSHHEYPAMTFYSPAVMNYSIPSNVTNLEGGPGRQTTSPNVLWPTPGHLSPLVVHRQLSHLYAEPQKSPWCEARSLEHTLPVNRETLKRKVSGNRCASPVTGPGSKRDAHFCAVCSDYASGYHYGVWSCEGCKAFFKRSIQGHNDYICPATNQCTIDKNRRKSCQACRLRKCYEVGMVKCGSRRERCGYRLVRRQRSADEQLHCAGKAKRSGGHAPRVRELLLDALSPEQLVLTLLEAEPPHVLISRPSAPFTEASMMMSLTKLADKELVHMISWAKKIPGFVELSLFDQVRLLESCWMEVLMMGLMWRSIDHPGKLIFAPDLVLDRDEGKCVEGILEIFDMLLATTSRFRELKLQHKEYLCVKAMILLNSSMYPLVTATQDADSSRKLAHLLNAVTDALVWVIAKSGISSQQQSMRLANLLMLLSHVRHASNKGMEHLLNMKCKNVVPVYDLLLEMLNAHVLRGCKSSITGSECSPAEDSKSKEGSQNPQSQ
HUVEC tox TNFa = toxic to HUVEC cells under TNF alpha stimulation; AID 848; hit rate 0.17% among 93,000; cell count reduction, % at 2 µM; HUVEC TNFalpha-stimulated, Hoechst cell count, imaging;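 active = cell count reduction exceeding the screen mean by over 5 SD, scaled to untreated wells per plate, cut at about 78% in these data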;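 note: cells counted after 24 h of TNF alpha exposure following the 1 h pretreatment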
Calb biofilm kill = kills Candida albicans biofilms; C. albicans biofilm + clotrimazole, Alamar Blue; inhibition, % at 6 µM; hit rate 0.14% among 85,000;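 active = inhibition above 20%; inactive = inhibition below 20%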;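 note: preformed 24 hr biofilms exposed to compound for 48 hr; 0% = biofilm without compound and 100% = blank killed by clotrimazole plus chlorhexidine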
cytoskel mod = alters cytoskeleton assembly in HUVEC cells; inhibition, % at 2 µM; AID 836; hit rate 0.18% among 91,000; HUVEC TNFa F-actin phalloidin imaging, high content;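 active = inhibition above the batch mean plus 3 SD and confirmed as a hit by visual image inspection, cut at about 30% in these data, passing the limit was not always enough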; note: strong numbers were not always called active
sEH activator = soluble epoxide hydrolase (human) activation. purified human sEH enzymatic activity, activator screen. hit rate 0.04% among 91,000. activation, % at 2 µM; in the data active = activation above about 37%; note: values of inactives mirror those of a sister screen read the other way
sEH inhibitor = inhibitors of human soluble epoxide hydrolase | P34913 | hit rate 0.34% among 91,000 | recombinant human sEH enzymatic activity assay | inhibition, % at 2 µM | AID 707; in the data active = inhibition above about 80%; note: values of inactives mirror those of a sister screen read the other way; many of its hits are not listed in these tables
An asterisk follows results filed as active; nt = not tested or not shown; [ ] = remark or other dose. The list is partial. The share of hits here may be higher or lower than overall.

SMILES	IL1B cytotox	Smad3 FoxH1 inh	VCAM1 TNFa inh	ERb SRC1 inh	HUVEC tox TNFa	Calb biofilm kill	cytoskel mod	sEH activator	sEH inhibitor
CC(=O)c1ccccc1OC(=O)c1ccco1	-94	10	22	0[fluorescence artefact?]	-19	0	nt	5	-4
COc1cc2c(cc1OC)-c1nnc(C)n1C1(CCCC1)C2	-6	1	14	-3	2	10	-14	-1	0
CCCCn1c(NCc2ccccc2NS(=O)(=O)c2ccc(C)cc2)nc2ccccc21	-18	nt	17	nt	-11	nt	-8	-2	2
Cc1ccc2cc(/C=C3\N=C(c4ccccc4)OC3=O)c(N3CCOCC3)nc2c1	12	nt	2	nt	-30	nt	30	-4	6
COc1ccc(S(=O)(=O)N2CCCC2C(=O)Nc2ccc(C)cc2)cc1 (stereo unspecified)	24	-2	97*	-4	6	8	1	-12	8
CC1=C(SCCC#N)S/C(=C2\SC(C)=C(SCCC#N)S2)S1	1	4	-4	53*	-24	11	1	-5	6
O=c1c2ccccc2c(-c2ccc(Br)cc2)nn1Cc1ccccc1	-21	nt	19	nt	-20	nt	6	-4	10
CSc1nc(O)c(Cc2ccccc2)c(=O)[nH]1	-23	nt	8	nt	-31	nt	-48	-3	2
Cc1cccc(-n2cnc(C(=O)NC3CCCCCC3)c2)n1	-2	nt	17	nt	-28	nt	21	-14	12
COc1ccc(Cl)cc1NC(=O)CN(C)C(=O)CNC(=O)C12CC3CC(CC(C3)C1)C2	-26	nt	11	nt	-17	nt	16	-13	16
CN(C)/C=N/c1ncc(C(=O)c2ccccc2)s1	8	nt	8	nt	-10	nt	-9	5	-6
CCOC(=O)C1=C(C)OC(N)=C(C(=O)OCC)C1c1cccnc1 (stereo unspecified)	0	20[fluorescence artefact?]	2	2	2	3	-24	18	-15
O=C(c1ccco1)n1nc(-c2ccc(Cl)cc2)nc1NCc1ccco1	-56	13	-24	15	-16	9	-13	6	-8
CCC(NC(=O)c1cccc(Cn2cc([N+](=O)[O-])cn2)c1)c1ccc(C(C)C)cc1 (stereo unspecified)	-14	nt	2	nt	-10	nt	-9	-4	6
CCc1ccc2[nH]c(=O)c(CN(Cc3ccccc3)C(=O)Nc3ccccc3OC)cc2c1	-12	10	12	-3	nt	5	12	5	-2
O=[N+]([O-])c1ccccc1NCc1ccc(Cl)cc1	-30	nt	-4	nt	-5	nt	6	3	-1
COC(=O)C(CCCCN1C(=O)C2C3C=CC(C3)C2C1=O)N1C(=O)C2C3C=CC(C3)C2C1=O (stereo unspecified)	-8	3	9	-13	-19	4	28	10	-10
Oc1ccccc1C1=NCCNC(C(F)(F)C(F)F)=C1	-72	-7	-4	5	-14	7	-9	-1	0
O=C(Nc1ccccc1)NC1CS(=O)(=O)CC1O (stereo unspecified)	14	-4	-5	-4	11	-7	-10	11	-8
O=C(O)CC(c1cccc(Cl)c1)n1cccc1 (stereo unspecified)	16	7	4	-7	-11	3	3	-10	13
Cn1c(SCC(=O)c2ccccc2)nnc1-c1cccc(N)c1	6	0	-12	0	-11	2	14	-6	6
C=CCn1c(COc2cccc3ccc(C)nc23)nnc1SCC(=O)OC	-3	-9[fluorescence artefact?]	35	-10	-27	2	-4	-5	6
Cn1c(-c2c(N)n(CCc3ccccc3)c3nc4ccccc4nc23)nc2ccccc21	8	16	-20	11	-14	-3	2	2	-3
Cc1nn(CC(O)CN2c3ccccc3Sc3ccccc32)c(C)c1Br (stereo unspecified)	17	6	2	4	-26	3	24	0	-6
COc1ccc(-n2c(-c3ccccc3)cc3c2CCCC3=O)cc1	-13	nt	8	nt	-8	nt	-4	6	-3
New compounds follow.
SMILES	IL1B cytotox	Smad3 FoxH1 inh	VCAM1 TNFa inh	ERb SRC1 inh	HUVEC tox TNFa	Calb biofilm kill	cytoskel mod	sEH activator	sEH inhibitor
Cc1cc2cc(CNC(=O)c3ccc(S(=O)(=O)N4CCCCC4)cc3)ccc2n1C	-4	16[fluorescence artefact?]	4	46	-34	5	14	-42	41
O=C(Nc1cccnc1)c1cc(-c2ccco2)on1	-14	12[fluorescence artefact?]	22	21	28	8	6	-11	12
CC(C)N(C(=O)CSc1nnc(CNc2ccc(F)cc2)o1)C(C)C	24	3	7	-11	-3	5	-1	-11	15
Cc1cccc(C)c1N1C(=O)CC(N(O)c2ccccc2)C1=O (stereo unspecified)	4	-3	23	7	0	10	-13	nt	nt
CC(C)C(=O)Nc1ccc(Cc2ccc(NC(=O)C(C)C)c(O)c2)cc1O	-124	13	-8	1	3	1	-16	0	-1
Cc1cc(C)cc(Nc2ncc3c(n2)CCCC3=O)c1	8	9	-11	-1	-2	1	8	7	-8
Cc1ccc(NC(=O)CSc2nc3ccccc3c3nc4ccccc4n23)cc1	10	nt	-6	nt	50	nt	-17	-5	7
CC(NS(C)(=O)=O)C(c1cccs1)N1CCN(c2ccc(F)cc2)CC1 (stereo unspecified)	5	8	-3	-16	-12	8	14	nt	nt
CN(C(=O)c1ccncc1)c1nnc(-c2cnccn2)s1	-54	6	10	10	-45	8	11	4	-3
CCOC(=O)c1c(NC(=O)Cn2nnc(-c3ccc(Cl)cc3)n2)sc(C)c1C	13	0	17	5[fluorescence artefact?]	-16	10	7	0	1
CCOC(=O)N1CCC2(CC1)C(C#N)=C(N)OC1=C2C(=O)CC(C)C1 (stereo unspecified)	-3	-3	-5	-4	-5	1	nt	-28	26
CCOc1ccc(C2=NNC(c3cccs3)=Nc3ccc(OC)cc32)cc1OCC	-12	-7	-1	-6[fluorescence artefact?]	-6	6	-20	4	2
Cc1nc(-n2cc(F)c(=O)[nH]c2=O)c2nc(C)oc2n1	33	-12	17	0	8	3	-7	10	-8
COc1ccc(/C=N/NC(=O)c2nc(-c3ccccc3)cc(-c3ccccc3)n2)cc1	-17	nt	-11	nt	8	nt	-29	-6	6
Cc1ccc(OCC(=O)Nc2ccc3c(c2)nc2n3CCOC2)cc1	-20	7	5	-4	-24	-3	22	nt	nt
O=C(Nc1cccc2ccccc12)C1CCN(C(=O)Cc2ccccc2)CC1	10	2	9	-5	-13	1	19	9	-3
CCOC(=O)N1CCC(NC(=O)C2CCN(S(=O)(=O)c3c(C)noc3C)CC2)CC1	8	4	10	-1	-39	10	1	-26	27
CC(=O)Nc1nonc1NC(C)=O	8	-3	nt	23	nt	10	18	6	-4
O=C1c2ccccc2S(=O)(=O)N1CCOc1ccc(F)cc1	-4	5	9	-10	-22	nt	-74	11	-9
CC1CC(=O)c2cnc(Nc3ccccc3)nc2C1 (stereo unspecified)	3	3	1	-3	-6	4	-3	5	-6
O=C(Nc1ccccn1)c1cc(-n2cnnc2)ccc1Cl	18	4	-12	-3	6	nt	-12	10	-5
COCCCNC(=O)c1cc(OC)c(OC)c(OC)c1	10	-13	4	-10	-5	7	11	11	-12
Cn1c(=O)[nH]c(=O)c2[nH]c(NCCCN3CCOCC3)nc21	-20	4	-22	-30[fluorescence artefact?]	-20	10	0	-2	4
O=C(NC1CC1)c1ccc2c(c1)ncn2C1CCCC1	12	nt	8	nt	-13	nt	-39	-4	3
COc1ccc(OC)c(S(=O)(=O)Nc2ccc(O)c3ccccc23)c1	-22	10	10	32[fluorescence artefact?]	nt	0	9	5	0
Additional entries follow:
SMILES	IL1B cytotox	Smad3 FoxH1 inh	VCAM1 TNFa inh	ERb SRC1 inh	HUVEC tox TNFa	Calb biofilm kill	cytoskel mod	sEH activator	sEH inhibitor
O=C(c1ccc(COc2ccc(F)cc2)o1)n1cccn1	15	10	2	-8	-15	10	-26	1	0
O=C(NCCO)c1cccc(S(=O)(=O)N2CCCCC2)c1	-4	-8	-5	-2[fluorescence artefact?]	-7	4	8	2	-3
CCC(=O)Nc1cccc(NC(=O)CSc2nnnn2Cc2ccccc2)c1	44	7[fluorescence artefact?]	12	-12	-6	5	-8	16	-17
COc1ccc(-c2ccc(CCC(=O)O)n2C(C)C)cc1	-48	nt	12	nt	-24	nt	-14	5	-5
CCOC(=O)c1[nH]c(C)c(C(=O)OCC(=O)NC(=O)NC(C)(C)C)c1C	-17	9	-4	4	-13	4	-5	-15	17
COC(=O)CCSCC(=O)Nc1cc(C)on1	-10	6	1	-6	1	9	-20	-5	7
CC1CCN(C(=O)COC(=O)c2ccc(Br)o2)CC1	1	9	-4	2	-6	4	-1	-8	8
Cc1ccc(-n2ncc3c(=O)n(Cc4cccnc4)cnc32)cc1	nt	-4	2	6[fluorescence artefact?]	2	-5	7	nt	nt
O=C(Cc1ncc(C(F)(F)F)cc1Cl)N1CCN(c2ccccn2)CC1	27	nt	-22	nt	18	nt	2	4	-6
CSc1nc(N(C)NC(=O)c2ccc(F)cc2)c2ccccc2n1	-15	nt	0	nt	17	nt	-14	8	-6
CCOC(=O)c1c(C)[nH]c(C(=O)OCC(=O)N2CCc3ccccc32)c1C	23	3	-7	27	0	4	-45	24	-23
Cc1nc(C)c(C(=O)C2=C(O)C(=O)N(CCN3CCOCC3)C2c2ccco2)s1 (stereo unspecified)	-8	nt	25	nt	-4	nt	12	6	-2
COCCNC(=O)CSc1ncnc2sccc12	16	-3	-14	-1	0	3	13	nt	nt
COc1ccccc1C1C2CCCCC2(O)CCN1CC(=O)Nc1ccccc1 (stereo unspecified)	33	-1	2	-3[fluorescence artefact?]	-5	6	1	9	-11

Bioassay records from PubChem BioAssay.
